CR mimetic SO: reduction of superoxide in aged yeast, primary screen, HTS; S. cerevisiae aged cells, superoxide DHE fluorescence; active compounds read low; superoxide response (% of plate mean), % at 10 µM; 330,000 compounds, 0.18% hits;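 active means superoxide response under a set limit, about three screen SD below normal, cut at about 65% in these data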;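 further: yeast aged for seven days with compound at 30 °C before DHE staining; 100% = average MFI of all compound-treated wells on the plate with controls excluded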
Efflux pump mplx: inhibitors of Candida efflux pumps in yeast, primary screen, S. cerevisiae, Nile Red, multiplex; inhibition, % at 10 µM; 330,000 compounds, 0.44% hits; S. cerevisiae Candida pump triplex;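 active means plate passing quality check with inhibition over a set limit, or well fluorescence over plate mean plus 4 SD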;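 further: Nile Red retained in pooled yeast measured as flow cytometry median fluorescence; 0% = buffer negative control and 100% = Enniatin B positive control; higher means more Nile Red kept so more efflux inhibition; some compounds called inactive have numbers as strong as hits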
LAP4 TOR yeast: modulators of LAP4-GFP expression in yeast, primary screen, S. cerevisiae, multiplex flow cytometry, MLPCN library; 3 h; median GFP as percent of DMSO wells; GFP response vs DMSO, % at 10 µM; 320,000 compounds, 0.34% hits;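 active means GFP response vs DMSO above a set limit, about the screen mean plus 3 SD, cut at about 150% in these data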
AGP1-GFP MLPCN: modulators of AGP1-GFP expression in yeast TOR pathway, primary screen, cell-based, multiplex flow cytometry, S. cerevisiae, MLPCN library. AID 2066, 2009. GFP response vs DMSO, % at 10 µM. 3 h; GFP as percent of DMSO wells. 320,000 compounds, 0.02% hits;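 active means GFP response relative to DMSO above a set limit, near screen average plus 3 SD, cut at about 150% in these data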;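 further: median GFP channel fluorescence of the gated AGP1 strain per well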
RPL19A TOR yeast: RPL19A-GFP expression modulators in yeast, primary screen, cell-based, S. cerevisiae, multiplex flow cytometry, MLPCN; S. cerevisiae RPL19A-GFP strain, 3 h; active compounds read low; percent response vs DMSO, % at 10 µM; 330,000 compounds, 0.3% hits; AID 2025, 2009;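 active means percent response vs DMSO below 50%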;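 further: median channel GFP fluorescence of the barcoded RPL19A-GFP strain; ratio of sample median GFP to plate DMSO average so 100% = DMSO; lower means less RPL19A-GFP as with rapamycin TOR inhibition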
AHR act: AHR activators, primary screen, cell-based, luminescence, luciferase reporter, human; AID 2796, 2010; activation, % at 5 µM; 320,000 compounds, 2.5% hits; AHR-responsive luciferase reporter cells; Aryl hydrocarbon receptor (Homo sapiens), P35869; in the data active means activation above about 47%;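 further: 0% = vehicle wells and 100% = reference agonist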
Target sequence (P35869 whole entry, looked up): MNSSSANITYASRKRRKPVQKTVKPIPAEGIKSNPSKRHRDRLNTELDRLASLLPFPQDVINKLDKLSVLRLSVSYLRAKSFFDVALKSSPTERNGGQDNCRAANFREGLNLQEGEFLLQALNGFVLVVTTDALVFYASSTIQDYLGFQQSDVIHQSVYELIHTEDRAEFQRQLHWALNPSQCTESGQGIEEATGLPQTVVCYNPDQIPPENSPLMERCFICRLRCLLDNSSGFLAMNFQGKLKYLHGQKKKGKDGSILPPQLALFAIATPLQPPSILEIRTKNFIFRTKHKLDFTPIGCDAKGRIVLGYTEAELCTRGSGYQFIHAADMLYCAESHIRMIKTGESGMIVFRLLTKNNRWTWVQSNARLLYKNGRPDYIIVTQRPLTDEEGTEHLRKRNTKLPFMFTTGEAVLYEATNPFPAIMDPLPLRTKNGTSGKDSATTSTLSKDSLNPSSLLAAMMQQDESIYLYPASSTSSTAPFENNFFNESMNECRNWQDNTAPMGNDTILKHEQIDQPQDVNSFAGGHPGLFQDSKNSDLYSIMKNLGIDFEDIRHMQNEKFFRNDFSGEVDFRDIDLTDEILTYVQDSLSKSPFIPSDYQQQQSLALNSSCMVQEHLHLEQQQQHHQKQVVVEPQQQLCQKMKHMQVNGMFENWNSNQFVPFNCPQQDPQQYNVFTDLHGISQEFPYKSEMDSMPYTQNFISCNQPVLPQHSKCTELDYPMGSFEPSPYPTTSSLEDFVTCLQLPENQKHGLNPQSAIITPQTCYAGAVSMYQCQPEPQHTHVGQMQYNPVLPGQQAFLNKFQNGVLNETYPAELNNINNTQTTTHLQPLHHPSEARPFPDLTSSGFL
CIT2 TOR yeast: modulators of CIT2-GFP expression in yeast, primary screen, S. cerevisiae, GFP fusion, multiplex flow cytometry, MLPCN library; GFP response vs DMSO, % at 10 µM; S. cerevisiae CIT2-GFP strain, 3 h; 100 means same as DMSO wells; 320,000 compounds, 0.065% hits;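 active means GFP response relative to DMSO above a set limit, near the screen mean plus 3 SD, cut at about 150% in these data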;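 further: ratio of well median GFP fluorescence to mean of DMSO wells on the plate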
MEP2-GFP yeast: modulators of MEP2-GFP levels in yeast, primary screen, S. cerevisiae, multiplex flow cytometry, MLPCN library. GFP response vs DMSO, % at 10 µM. S. cerevisiae MEP2-GFP strain, 3 h; 100% = DMSO control level. AID 2016, 2009. 330,000 compounds, 0.51% hits;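 active means GFP response versus DMSO above a set limit, roughly screen mean plus 3 SD, cut at about 180% in these data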;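 further: median GFP fluorescence of the barcode-gated MEP2-GFP cells per well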
Active calls of the source: *; nt = no result given; & = joins results of further samples.

SMILES	CR mimetic SO	Efflux pump mplx	LAP4 TOR yeast	AGP1-GFP MLPCN	RPL19A TOR yeast	AHR act	CIT2 TOR yeast	MEP2-GFP yeast
COc1ccc(C2c3c(ncn(CCCN4CCOCC4)c3=N)Oc3ccc4ccccc4c32)cc1OC (configuration not stated)	97	0.1	98	94	92	4	91	94
O=C(c1cccc(N2C(=O)C3C4C=CC(C4)C3C2=O)c1)N1CCN(c2ccccc2Cl)CC1 (configuration not stated)	105	-0.1	104	101	100	0	102	106
CS(=O)(=O)c1ccc(N2CCN(C3CC(=O)NC3=O)CC2)cc1 (configuration not stated)	100	-0.1	96	100	97	-3	95	100
COc1ccc(/C(C)=N/Nc2cccc(C(=O)O)c2)cc1OC	94	0.0	111	101	98	1	96	97
Cc1ccc(C(=O)NCCC2=CCCCC2)cc1S(=O)(=O)N1CCOCC1	113	0.1	103	103	97	-1	97	101
Cc1ccccc1C(=O)Nc1ccc2nc3n(c(=O)c2c1)CCCC3	111	0.2	95	103	101	-6	106	103
CC(C)c1ccc(C(=O)NN2CCOCC2)cc1	99	0.1	104	109	105	0	104	103
CCC(C)NC(=O)C(Cc1ccccc1)NS(=O)(=O)c1ccc2c(c1)CCC(=O)N2 (configuration not stated)	94	0.0	90	102	100	0	101	103
COC(=O)COc1cccc2c(=O)n(CC(=O)NCc3ccc(F)cc3)ccc12	132	0.4	90	89	93	2	90	92
O=C(N/N=C/c1ccc(Cl)cc1)c1nc2ccc([N+](=O)[O-])cc2c(=O)[nH]1	97	-0.1	94	98	103	7	102	104
COc1cc(/C=N/NC(=O)c2csc3c2CCCC3)cc(OC)c1O	104	0.0	109	111	104	14	114	130
COc1ccc(NC(=O)NC(C)(C(F)(F)F)C(F)(F)F)cc1	111	0.0	91	95	102	5	100	101
Cc1ccccc1OCCC(=O)Nc1cc(S(=O)(=O)N2CCOCC2)ccc1OC(C)C	113	-0.2	83	93	105	-1	120	106
COCCNC(=O)C(C#N)c1nc2ccccc2nc1N1CCCCCC1 (configuration not stated)	98	0.0	104	101	104	21	103	101
COc1ccc(/C=N/NC(=O)c2cccnc2)cc1CN1CCOCC1	88	-0.1	99	105	102	8	104	103
O=C(CCc1ccc(S(=O)(=O)N2CCOCC2)cc1)N/N=C/c1cccc(O)c1	95	0.0	96	99	99	5	100	99
Cc1cnc(NC(=O)Cc2ccc(Br)cc2)s1	103	-0.1	83	96	95	15	95	97
COc1ccc(N2CCN(c3cc(C)c4ccccc4n3)CC2)cc1	96	0.2	91	93	102	33	94	102
O=C(Nc1ccccc1Cl)c1sccc1-c1ccccc1	100	0.1	94	91	94	-1	98	102
Cc1ccc2c3c1C(=O)C(=O)N3C(C)(C)CC2C (configuration not stated)	108	0.0	108	104	97	1	97	104
CNC(=O)c1ccc(C)c(NC(=O)C2=C(C)OCCS2)c1	107	0.1	87	92	97	5	101	109
CCOC(=O)C1CCN(C(=O)CSc2cc(=O)n(C)c3ccccc23)CC1	98	-0.1	109	107	106	11	108	106
CC(C)Oc1ccc(CNC(=O)CCC(=O)N2CC(C)Sc3ccccc32)cc1 (configuration not stated)	113	-0.1	99	96	96	-1	94	98
COc1ccc(NC(=O)c2ccccc2-c2ccccc2C(=O)O)cc1	97	-0.2	118	100	88	0	101	88
Cc1ccc2c(c1)c1c(n2CC(O)CN2CCCCCC2)CCCC1 (configuration not stated)	96	0.1	100	91	102	2	101	109
C=CCn1c(=O)c2c(nc(-c3ccc(S(=O)(=O)O)cc3)n2C)n(C)c1=O	97	-0.1	105	93	102	-1	90	99
CC(=O)Nc1ccc(-c2nc3c(C)cccc3[nH]2)cc1	99	-0.1	96	109	96	47	101	95
CCOc1ccc(NC(=O)CN(C)C(=O)c2cc(C)on2)cc1OCC	104	-0.1	106	100	92	-3	101	101
Cn1c(=O)n(CC(=O)Nc2ccccc2)c2ccccc21	101	0.1	101	99	96	0	103	107
COc1ccc(S(=O)(=O)Nc2cc(C)on2)cc1OC	104	-0.1	89	94	94	2	79	99

Another view of 16 compounds above.
SMILES | CR mimetic SO | Efflux pump mplx | LAP4 TOR yeast | AGP1-GFP MLPCN | RPL19A TOR yeast | AHR act | CIT2 TOR yeast | MEP2-GFP yeast
COCCNC(=O)C(C#N)c1nc2ccccc2nc1N1CCCCCC1 (configuration not stated) | 98 | 0.0 | 104 | 101 | 104 | 21 | 103 | 101
COc1ccc(/C=N/NC(=O)c2cccnc2)cc1CN1CCOCC1 | 88 | -0.1 | 99 | 105 | 102 | 8 | 104 | 103
O=C(CCc1ccc(S(=O)(=O)N2CCOCC2)cc1)N/N=C/c1cccc(O)c1 | 95 | 0.0 | 96 | 99 | 99 | 5 | 100 | 99
Cc1cnc(NC(=O)Cc2ccc(Br)cc2)s1 | 103 | -0.1 | 83 | 96 | 95 | 15 | 95 | 97
COc1ccc(N2CCN(c3cc(C)c4ccccc4n3)CC2)cc1 | 96 | 0.2 | 91 | 93 | 102 | 33 | 94 | 102
O=C(Nc1ccccc1Cl)c1sccc1-c1ccccc1 | 100 | 0.1 | 94 | 91 | 94 | -1 | 98 | 102
Cc1ccc2c3c1C(=O)C(=O)N3C(C)(C)CC2C (configuration not stated) | 108 | 0.0 | 108 | 104 | 97 | 1 | 97 | 104
CNC(=O)c1ccc(C)c(NC(=O)C2=C(C)OCCS2)c1 | 107 | 0.1 | 87 | 92 | 97 | 5 | 101 | 109
CCOC(=O)C1CCN(C(=O)CSc2cc(=O)n(C)c3ccccc23)CC1 | 98 | -0.1 | 109 | 107 | 106 | 11 | 108 | 106
CC(C)Oc1ccc(CNC(=O)CCC(=O)N2CC(C)Sc3ccccc32)cc1 (configuration not stated) | 113 | -0.1 | 99 | 96 | 96 | -1 | 94 | 98
COc1ccc(NC(=O)c2ccccc2-c2ccccc2C(=O)O)cc1 | 97 | -0.2 | 118 | 100 | 88 | 0 | 101 | 88
Cc1ccc2c(c1)c1c(n2CC(O)CN2CCCCCC2)CCCC1 (configuration not stated) | 96 | 0.1 | 100 | 91 | 102 | 2 | 101 | 109
C=CCn1c(=O)c2c(nc(-c3ccc(S(=O)(=O)O)cc3)n2C)n(C)c1=O | 97 | -0.1 | 105 | 93 | 102 | -1 | 90 | 99
CC(=O)Nc1ccc(-c2nc3c(C)cccc3[nH]2)cc1 | 99 | -0.1 | 96 | 109 | 96 | 47 | 101 | 95
CCOc1ccc(NC(=O)CN(C)C(=O)c2cc(C)on2)cc1OCC | 104 | -0.1 | 106 | 100 | 92 | -3 | 101 | 101
Cn1c(=O)n(CC(=O)Nc2ccccc2)c2ccccc21 | 101 | 0.1 | 101 | 99 | 96 | 0 | 103 | 107

(continued)
SMILES	CR mimetic SO	Efflux pump mplx	LAP4 TOR yeast	AGP1-GFP MLPCN	RPL19A TOR yeast	AHR act	CIT2 TOR yeast	MEP2-GFP yeast
O=C(CNC(=O)c1ccc2ccccc2c1)NCc1ccc(F)cc1	108	-0.1	115	102	104	5	98	110
C=CCN(CC=C)C(=O)CN1C(=O)NC(C)(c2ccc3cc(OC)ccc3c2)C1=O (configuration not stated)	93	-0.1	91	103	99	4	99	96
O=C(CCc1nnc(C2(c3ccc(Cl)cc3)CCC2)o1)N1CCCC1	103	0.1	97	95	95	2	93	92
CCOc1ccccc1CN1CCN(Cc2cn(C)nc2-c2ccccc2)CC1CCO (configuration not stated)	74	-0.1	85	90	96	2	103	94
CCCC(=O)Nc1ccccc1NC(=O)CN(C)S(=O)(=O)c1ccc(C)cc1	80	0.3	101	99	103	0	100	103
Cc1nc(-c2ccccc2)cs1	93	0.1	129	113	114	-1	nt	106
CCOC(=O)C1=C(C)NC(SC)=NC1c1ccccc1 (configuration not stated)	89	-0.1	95	104	101	2	106	98
O=C(CN1CCCC1)NN=C(c1ccccc1)c1ccccc1	70	-0.1	91	95	97	1	103	98
CCOc1ccc(S(=O)(=O)N2CCOCC2)cc1NC(=O)CSCC(=O)Nc1cccc(C)c1	nt	-0.1	98	96	100	7	112	99
COc1cccc(CNC(=O)CSc2ccc(-c3cccs3)nn2)c1	93	-0.1	108	111	99	9	106	103
CCOc1ccc(NC(=O)CSc2nnc(Cc3csc(C)n3)o2)cc1	83	0.0	102	105	101	0	103	97
CCOC(=O)CCn1c(CC(=O)OCC)nc2ccccc21	103	0.0	95	99	101	0	98	102
O=C(CSc1ccccc1F)Nc1ccc(N2CCOCC2)cc1	121	0.8*	98	101	98	2	95	96
COC(=O)c1ccc(OC(=O)CCN2C(=O)C3C4c5ccccc5C(c5ccccc54)C3C2=O)cc1 (configuration not stated)	111	0.0	97	102	102	0	98	103
COc1ccc(C(=O)C(C)[n+]2ccc(-c3nnc4n3CCCCC4)cc2)cc1 (configuration not stated)	97	0.0	101	100	98	-2	97	96
Cc1nn(-c2ccccc2)c(C)c1C(=O)OCC(=O)Nc1ccccc1F	101	0.0	107	103	101	8	99	101
NS(=O)(=O)c1ccc(NC(=S)NC(=O)c2ccco2)cc1	103	0.0	96	101	98	4	89	97
CN(C)N1C(N)=C(C#N)C(c2ccc(F)cc2)C2=C1CC(C)(C)CC2=O (configuration not stated)	99	-0.1	92	98	104	0	102	116
CN(C)c1oc(-c2ccccc2Cl)nc1C#N	77	-0.2	109	96	98	-5	101	104
COc1ccc(C2C3=C(CC(C)(C)CC3=O)Nc3c2c(=O)[nH]c(=O)n3Cc2ccccc2)cc1 (configuration not stated)	101	-0.1	105	108	102	2	108	107
CN(CCOc1ccc(-c2ccn(S(=O)(=O)c3ccc(Cl)cc3)n2)cc1)c1ccccn1	99	0.0	96	98	99	13	103	99
Cc1ccc(Nc2nc(N3CCN(C)CC3)nc(N)c2[N+](=O)[O-])cc1C	118	0.0	98	105	100	1	104	110
CCOC(=O)[C@@H]1[C@H]2COc3ccccc3[C@H]2N2C(=O)N(c3cccc(F)c3)C(=O)[C@]12C	107	-0.1	121	76	92	1	66	88
CCCCCCCOc1ccc(C2(C)NC(=O)NC2=O)cc1 (configuration not stated)	112	-0.1	105	106	98	2	103	105
Cc1ccc(C)n1NC(=O)c1ccccc1[N+](=O)[O-]	104	0.5	97	100	96	1	90	94
CCOc1ccc2[nH]c(=O)c(C(c3nnnn3C3CCCCC3)N3CCN(CC)CC3)cc2c1 (configuration not stated)	98	0.0	103	118	113	2	110	106
CCCCOC(=O)N1CCOCCOCCOCCOCC1	117	-0.1	111	111	103	-3	109	103
CC(C)c1ccc2c(c1)c(SC(C)(C)C)c(CC(C)(C)C(=O)O)n2Cc1ccc(Cl)cc1	102&101	0.3&0.1	105&102	91&91	102&101	0&-3	89&112	95&86
CN(C)S(=O)(=O)c1cccc(NC(=S)NCc2ccco2)c1	90	0.0	95	100	102	4	101	109
C=CCN(c1ccccc1)S(=O)(=O)c1cccc(C(=O)NC2CCN(Cc3ccccc3)CC2)c1	101	0.0	92	92	88	-3	90	96
CCOC(=O)C1CCCN(S(=O)(=O)c2ccc(F)c(C(=O)Nc3ccc(F)c(F)c3)c2)C1 (configuration not stated)	106	-0.1	96	95	96	0	103	95
O=S(=O)(Cc1ccccc1)N(O)c1ccccc1	98	-0.3	83	86	90	4	84	80
O=C(O)CSc1nnc(C2COc3ccccc3O2)n1-c1ccccc1 (configuration not stated)	124	0.0	99	98	98	0	94	102
O=S(=O)(/N=C(/Sc1ccccc1)c1ccccc1)c1ccccc1	103	0.2	190*	83	94	-1	62	90
COc1ccccc1CNC(=O)COC(=O)C1CC1	75	0.2	102	99	97	0	101	100
COCc1c(C(=O)N/N=C(\C)c2ccncc2)nnn1-c1nonc1N	96	-0.1	97	97	109	1	105	106

Bioassay records from PubChem BioAssay.
